L3MBTL1 inh = L3MBTL1 (human) inhibition; Potency, µM (doses to about 57.1 µM), for the others: top-dose activity, negative = inhibition, actives largely listed as inhibitors; AlphaScreen L3MBTL1–H3K9me1 peptide binding; Q9Y468; actives 0.66% (n = 230,000); active means well fitted inhibition curve with a large enough effect; inconclusive means small, poorly fitted or top-dose-only effect; inactive means no such curve, though single readings can be large or run the other way; further: nearly all actives have a fitted effect of over 60% in size
Target sequence (Q9Y468 whole entry, looked up): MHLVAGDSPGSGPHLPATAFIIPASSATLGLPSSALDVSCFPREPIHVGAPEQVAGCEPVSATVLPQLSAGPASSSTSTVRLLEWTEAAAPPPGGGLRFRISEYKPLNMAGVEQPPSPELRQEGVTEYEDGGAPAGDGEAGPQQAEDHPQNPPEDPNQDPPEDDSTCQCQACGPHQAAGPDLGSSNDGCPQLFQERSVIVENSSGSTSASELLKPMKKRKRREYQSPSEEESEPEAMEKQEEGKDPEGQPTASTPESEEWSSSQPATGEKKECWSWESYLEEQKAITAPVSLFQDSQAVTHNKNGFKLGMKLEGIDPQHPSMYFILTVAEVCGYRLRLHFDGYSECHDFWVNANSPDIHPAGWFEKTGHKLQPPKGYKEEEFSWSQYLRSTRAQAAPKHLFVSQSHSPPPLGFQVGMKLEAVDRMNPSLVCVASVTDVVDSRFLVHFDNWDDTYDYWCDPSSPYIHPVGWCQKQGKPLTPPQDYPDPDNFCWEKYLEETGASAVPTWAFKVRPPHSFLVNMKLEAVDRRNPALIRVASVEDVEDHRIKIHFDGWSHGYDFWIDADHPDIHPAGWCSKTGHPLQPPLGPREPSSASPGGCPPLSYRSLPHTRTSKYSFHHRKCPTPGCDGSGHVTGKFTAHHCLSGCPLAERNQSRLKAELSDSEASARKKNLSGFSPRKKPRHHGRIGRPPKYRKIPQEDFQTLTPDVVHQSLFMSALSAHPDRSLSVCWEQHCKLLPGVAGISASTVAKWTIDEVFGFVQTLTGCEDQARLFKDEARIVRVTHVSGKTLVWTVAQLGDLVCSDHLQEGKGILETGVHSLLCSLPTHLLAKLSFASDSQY
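AlphaScreen assay: L3MBTL1 (50 nM final) was preincubated 30 min at room temperature with biotinylated H3(1-15)K9me1 peptide (75 nM final), then 30 min with library compounds; streptavidin donor and nickel chelate acceptor beads (10 ug/mL final) added, 30 min dark.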
Starred values were filed as active, the others as inactive; ? = inconclusive; [ ] = another dose, or the depositor's remark. On the % scale 0 is the no-effect control and ±100 the full control effect; potency means the concentration at half of the fitted maximal effect.

cpd	canonical_smiles	L3MBTL1 inh
1	Cc1c(NS(=O)(=O)c2cccc(C(=O)N3CCC(C)CC3)c2)c(=O)n(-c2ccccc2)n1C	0.8%
2	COc1ccc(Br)cc1/C=C(\C(=O)O)c1ccc(S(=O)(=O)N2CCCC2)s1	-26.7%
3	CC(Oc1ccc(Br)cc1)C(=O)NCC(c1ccco1)N1CCCCC1 (centres undefined)	0.6%
4	O=C(OCc1nnc(-c2ccc([N+](=O)[O-])cc2)o1)C1CC(=O)N(CCc2ccccc2)C1 (centres undefined)	-5.9%
5	CC1(c2ccc3c(c2)OCO3)NC(=O)N(CC(=O)Nc2ccccc2[N+](=O)[O-])C1=O (centres undefined)	-11.3%
6	O=C(Nc1ccc2c(c1)OCCO2)c1cccc(Br)c1	-1.8%
7	Cc1ccc(S(=O)(=O)N2CCN(C(=O)COC(=O)c3ccc(Cl)nc3)CC2)c(C)c1	4.1%
8	COc1ccc(-n2c(-c3ccc(Cl)cc3Cl)n[nH]c2=S)c(OC)c1	-8.1%
9	C/C(=N\NC(=O)COc1ccc([N+](=O)[O-])cc1)c1ccco1	6.6%
10	CCN(C(=O)c1cc(Cl)ccc1Cl)C1CCS(=O)(=O)C1 (centres undefined)	24.2%
11	CCC(=O)c1ccc(OCC(=O)OCC(=O)N(CCC#N)c2ccc3c(c2)OCCO3)cc1	-0.2%
12	Cc1cccc(C)c1NC(=O)CN1C(=O)C(C)Oc2ccccc21 (centres undefined)	-2.5%
13	COc1ccccc1C(=O)NC(CCSC)C(=O)NNC(=O)c1ccccc1O (centres undefined)	-1.0%
14	C=CCN(c1ccccc1)S(=O)(=O)c1cccc(C(=O)N2CCCC2)c1	-0.8%
15	CCOC(=O)[C@@H]1[C@H]2COc3ccccc3[C@H]2N2C(=O)N(c3cccc(C)c3)C(=O)[C@]12C	-2.9%
16	NS(=O)(=O)c1ccc(CCNC(=O)COC(=O)C2CCN(c3ccc(C(F)(F)F)cn3)CC2)cc1	31.7%[activator]
17	O=C(NCC1CCCCC1)c1ccc([N+](=O)[O-])cc1	-5.6%
18	COC(=O)c1c(NC(=O)CN2C(=O)NC3(CCCCC3C)C2=O)sc2c1CCC2 (centres undefined)	-6.1%
19	COc1cc(NC(=O)C[n+]2ccc(C(=O)c3ccccc3)cc2)cc(OC)c1	1.4%
20	O=C1CCC([N+](=O)[O-])C(c2cc(Br)ccc2F)N1 (centres undefined)	0.9%
21	CCCN(C(=O)c1cc(S(=O)(=O)N2CCCCCC2)ccc1OC)C1CCS(=O)(=O)C1 (centres undefined)	6.2%
22	Cc1ccc2nc(CSc3nc(C)nc4c3oc3ccccc34)[nH]c2c1	2.3%
23	CC(OC(=O)c1ccc(NC(N)=O)cc1)C(=O)Nc1ccc2c(c1)OCCO2 (centres undefined)	0.6%
24	COCCn1c(N)c(N(Cc2ccccc2)C(=O)c2cc(=O)[nH]c3ccccc23)c(=O)[nH]c1=O	-1.1%
25	CCN(C(=O)COC(=O)c1c(C)nn(-c2ccccc2)c1Cl)c1c(N)n(Cc2ccccc2)c(=O)[nH]c1=O	0.4%
26	Fc1cccc(Nc2nc(N3CCOCC3)nc(N3CCOCC3)n2)c1	1.9%
27	Cc1ccc(C(=O)NCc2ccc3c(c2)OCO3)o1	0.1%
28	C#CCOCCOCCOCCNc1nc(N2CCN(C(=O)[C@H]([C@@H](C)O)n3cc(CCCCN)nn3)CC2)nc(N2CCN(C(=O)[C@H]([C@@H](C)CC)n3cc(CCCCN)nn3)CC2)n1	6.4%
29	CC(=O)Nc1ccc(NC(=O)C(C)OC(=O)c2ccc3ccccc3n2)cc1 (centres undefined)	-0.7%
30	O=C(CN1CCN(Cc2ccccc2)CC1)Nc1ccc(F)c(F)c1	-4.1%
31	Brc1cc2ccccc2[n+](Cc2ccccc2)c1	0.0%
32	CC(=O)C(Cc1ccccc1)NC(=O)COC(=O)c1ccc(-n2cnnn2)cc1 (centres undefined)	-4.9%
33	COc1ccc(OCCNC(=O)c2cc(C3CC3)nc3c2cnn3C(C)C)cc1	0.5%
34	O=C1C[C@@H]2c3c(cccc3CN1Cc1ccc(F)cc1)C[C@@H](O)[C@H]2O	4.6%
35	NC(=O)CCC(NC(=O)c1ccc(Cl)cc1)C(=O)NCCc1ccc2c(c1)OCCO2 (centres undefined)	5.5%
36	CC(C)[C@H](NS(=O)(=O)c1cccc(C(F)(F)F)c1)C(=O)OCC(=O)NC(=O)NCc1ccco1	-8.9%
37	Cc1ccc(C(=O)CCC(=O)OCC(=O)NNC(=O)c2ccc([N+](=O)[O-])cc2)cc1	1.9%
38	COc1cc(C(=O)Nc2cc(S(C)(=O)=O)ccc2Cl)ccc1OCC(=O)N1CCOCC1	5.3%
39	COc1ccc(S(=O)(=O)N2CCN(C(=O)CC3CC4CCC3C4)CC2)cc1 (centres undefined)	3.8%
40	CC(=O)Nc1ccc2c(COC(=O)[C@@H](NS(=O)(=O)c3ccc(C)cc3)C(C)C)cc(=O)oc2c1	5.1%
41	Cc1ccc(NC(=O)CNC(=O)c2ccco2)cc1Cl	-1.7%
42	O=C(NCC(c1ccco1)N1CCOCC1)c1ccc(Cl)cc1 (centres undefined)	-0.9%
43	CCN(CC)S(=O)(=O)c1cc(NC(=O)CNc2cccc(S(=O)(=O)N3CCOCC3)c2)ccc1C	-0.3%
44	CC(=O)Nc1cccc(C(=O)OCC(=O)N(c2ccccc2)C2CCS(=O)(=O)C2)c1 (centres undefined)	9.1%
45	Cc1ccc(OCC(=O)N2C(C)CCCC2C)c([N+](=O)[O-])n1 (centres undefined)	0.3%
46	O=C(OCC(=O)N1CCOCC1)c1ccccc1OCc1ccc(Cl)cc1	0.1%
47	CN(C(=O)COC(=O)c1ccccc1SCC(=O)N1CCCC1)C1(C#N)CCCCC1	6.1%
48	Cc1cccc(OCC(=O)N(Cc2ccco2)c2c(N)n(Cc3ccccc3)c(=O)[nH]c2=O)c1	-0.9%
49	CC(C)(CNCc1ccccc1)NS(=O)(=O)c1ccccc1	1.4%
50	CCC1CCc2sc(C(=O)NCC(c3ccc(OC)cc3)N3CCCC3)cc2C1 (centres undefined)	-5.5%
51	COc1ccc(OC)c(NC(=O)c2ccc(OCC(=O)N3CCOCC3)c(OC)c2)c1	6.2%
52	O=C(c1ccc(F)cc1)N1CCOC(c2nc(-c3ccc(F)cc3)no2)C1 (centres undefined)	4.5%
53	CCOc1ccccc1NC(=O)COc1cccnc1[N+](=O)[O-]	-0.9%
54	O=C(CCNC(=O)c1ccc([N+](=O)[O-])cc1)NNC(=O)c1ccccc1F	37.8%[activator]
55	Cc1cc(C(=O)OCC(=O)N2CC(C)OC(C)C2)c2ccccc2n1 (centres undefined)	6.3%
56	O=c1[nH]n(Cc2ccccc2)c2ccccc12	-7.1%
57	COc1ccc2nc(SCC(=O)N(C)C3CCCCC3)[nH]c2c1	2.0%
58	CCC(C)N1CCC2(CC1)N=c1c(c3c4c5c(C)c(O)c3c(O)c1=NC(=O)C(C)=CC=C[C@H](C)[C@H](O)[C@@H](C)[C@@H](O)[C@@H](C)[C@H](OC(C)=O)[C@H](C)[C@@H](OC)C=CO[C@@](C)(O5)C4=O)N2 (some centres undefined)	-12.2%
59	O=C(CCc1ccc(S(=O)(=O)N2CCOCC2)cc1)OCC(=O)c1ccccc1F	-0.2%
60	COc1ccc(S(=O)(=O)Nc2ccc(C)c(S(=O)(=O)N3CCOCC3)c2)cc1[N+](=O)[O-]	-8.3%

Remaining list, next part
cpd	canonical_smiles	L3MBTL1 inh
61	CCN(CC(=O)Nc1c(F)cccc1F)C(=O)COc1ccc2c(c1)CCC2	0.6%
62	CCN(CC(=O)Nc1ccc(NC(C)=O)cc1)C(=O)/C=C/c1ccc(C)o1	1.2%
63	CCN(CC(=O)Nc1ccc(OC)cc1)C(=O)Cc1coc2cc(C)c(C)cc12	-7.5%
64	CC(=O)N1c2ccc(S(=O)(=O)N3CCCC(C(=O)N4CCC(C)CC4)C3)cc2CC1C (centres undefined)	-0.6%
65	C=C[C@]1(C)C=C2CCC3[C@](C)(CCC[C@@]3(C)C(=O)O)C2CC1 (some centres undefined)	-4.7%
66	COc1ccc([N+](=O)[O-])cc1NC(=O)C(C)OC(=O)CN1C(=O)C2CC=CCC2C1=O (centres undefined)	-11.6%
67	Oc1ccc(CNc2cccc(C(F)(F)F)c2)c2cccnc12	12.6µM*
68	O=C(COC(=O)c1cc(S(=O)(=O)N2CCOCC2)ccc1F)Nc1cc([N+](=O)[O-])ccc1F	-0.3%
69	O=C(CCC(=O)N1CCOc2ccccc21)Nc1ccccc1Br	12.6%
70	CC#CC(=O)NCC1(N(C)Cc2ccccc2)Cc2ccccc2C1	-4.9%
71	O=C(CCN1CCOCC1)Nc1ccc(F)cc1	7.7%
72	NS(=O)(=O)c1ccc(CNC(=O)Cc2ccc(S(=O)(=O)N3CCOCC3)s2)cc1	-8.3%
73	COc1ccc(NC(=O)c2cccc(NC(=O)c3ccccc3)c2)cc1	-7.1%
74	CS(=O)(=O)N(CC(=O)N1CCN(Cc2ccccc2)CC1)c1cccc(F)c1	2.4%
75	COc1ccc(S(=O)(=O)N2CCc3ccccc32)cc1C(=O)NCc1ccco1	?
76	CC(OC(=O)CCN=C1NS(=O)(=O)c2ccccc21)C(=O)N(C)C1CCCCC1 (centres undefined)	1.1%
77	C/C=C/c1ccc(OCCn2nnc3ccccc32)c(OC)c1	1.9%
78	CCN(CC(=O)NCc1cccs1)C(=O)COc1cccc(C(F)(F)F)c1	4.8%
79	O=C1CCc2cc(S(=O)(=O)N3CCCCC3)cc3c2N1CCC3	3.1%
80	CC(=O)Oc1ccc2c(=O)oc(-c3ccccc3)nc2c1	1.0%
81	O=C(O)C(c1ccccc1)N1C(=O)c2ccccc2C1=O (centres undefined)	-0.1%
82	CCCn1c(SC(C)C(=O)N2CCOCC2)nc2ccc(Br)cc2c1=O (centres undefined)	-2.8%
83	O=C(COC(=O)Cc1ccc(S(=O)(=O)N2CCOCC2)s1)Nc1ccccc1	-1.2%
84	O=C(O)c1cccc(N2C(=O)c3cc([N+](=O)[O-])cc4cc([N+](=O)[O-])cc(c34)C2=O)c1	31.6µM*
85	CCOc1ccc2oc(C(=O)N(Cc3nnc(-c4ccccc4Cl)o3)C3CC3)c(C)c2c1	32.2%[activator]
86	COc1cccc(N2CCN(C(=O)c3ccccc3SCC(=O)NCc3ccco3)CC2)c1	-5.9%
87	[N-]=[N+]=NC[C@H](Cc1ccccc1)N1CC[C@@H](O)CCC1=O	4.3%
88	CN(CC(=O)Nc1c(Cl)cccc1Cl)C(=O)CNC(=O)c1ccc2c(c1)OCO2	10.2%
89	Cc1ccc([N+](=O)[O-])cc1S(=O)(=O)Nc1ccc(C(=O)NCC2CCCO2)cc1 (centres undefined)	-18.9%
90	CC(C)(C)NC(=O)Nc1nnc(SCC(=O)NC2CCCCC2)s1	-9.9%
91	CC(=O)Nc1ccc(NC(=O)COC(=O)C2CCCCC2)cc1	4.0%
92	Cc1ccc(S(=O)(=O)N2CCCCC2)cc1NC(=O)c1nn(C)c(=O)c2ccccc12	-4.6%
93	CCOC(=O)c1c(NC(=O)COC(=O)c2ccc(C)s2)sc2c1CC(C)(C)NC2(C)C	-4.7%
94	O=C(NCCC1CCCCN1S(=O)(=O)c1ccc(F)cc1)C(=O)NC1CC1 (centres undefined)	-7.8%
95	Cc1cccc(NC(=O)CN(CC2CCCO2)C(=O)c2oc3ccc(F)cc3c2C)c1C (centres undefined)	1.5%
96	CN(Cc1ccccc1F)C(=O)CN1c2cccc3cccc(c23)S1(=O)=O	0.5%
97	C=CC[C@@H](CC(=O)NCCO)C(=O)N[C@@H](COC(=O)[C@@H](CC=C)Cc1ccc(F)cc1)Cc1c[nH]c2ccccc12	-2.4%
98	CC(Sc1ncccn1)C(=O)Nc1ccc2c(c1)OCCO2 (centres undefined)	-8.2%
99	CCC(=O)Nc1nc(C)c(C(=O)Nc2cccc(Cl)c2)s1	-2.2%
100	COc1ccc(CCN(C)C(=O)c2c(C)noc2C)cc1OC	3.8%
101	Cc1ccc(CN2CCC(Oc3cccc(C(=O)N(C)CCN(C)C)c3)CC2)cc1C	0.5%[2.29 µM]
102	CC(C)(C)OC(=O)N[C@@H](Cc1ccccc1)C(=O)N[C@@H](CO)[C@H](O)[C@@H]1C[C@@H]1C(=O)NC1CC1	-0.6%
103	Cc1ccc(NC(=O)C(=O)NCCCN2CCCC2=O)c(C)c1	1.5%
104	CCOC(=O)c1ccc(S(=O)(=O)Nc2cc(S(=O)(=O)Nc3ccc(OC)cc3)ccc2O)cc1	1.6%
105	CN1CCN(CC(=O)Nc2ccccc2C(F)(F)F)CC1	-14.3%
106	CCC(=O)Nc1ccccc1-c1nc2ccccc2[nH]c1=O	0.7%

An excerpt of these results, with each value named:
98) CC(Sc1ncccn1)C(=O)Nc1ccc2c(c1)OCCO2 (centres undefined)
  L3MBTL1 inh: -8.2%

99) CCC(=O)Nc1nc(C)c(C(=O)Nc2cccc(Cl)c2)s1
  L3MBTL1 inh: -2.2%

100) COc1ccc(CCN(C)C(=O)c2c(C)noc2C)cc1OC
  L3MBTL1 inh: 3.8%

101) Cc1ccc(CN2CCC(Oc3cccc(C(=O)N(C)CCN(C)C)c3)CC2)cc1C
  L3MBTL1 inh: 0.5%[2.29 µM]

Bioassay records (PubChem BioAssay)

These rows are one share of the data (hit frequency here may not be typical).
